Bioassay records deposited in PubChem BioAssay by Southern Research Specialized Biocontainment Screening Center.
tuberculosis growth: growth inhibition of non-replicating M. tuberculosis (AID 488890); Mycobacterium tuberculosis non-replicating, growth inhibition; higher % means a stronger effect; inhibition, % at 25 µM; hits with a dose series show IC50 in µM; 0.39% of 320,000 active; in the data active = a potency from the dose series; inconclusive = inhibition mostly from about 82% at the one dose, without a potency; inactive = the rest, 99 in 100 with inhibition below about 76%;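 also: plate controls were DMSO cells for no effect and high antibiotic wells for full effect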
influenza NS1A: H1N1 influenza NS1A inhibitors, functional cell based assay (AID 504329) | one-dose inhibition, % at 12.5 µM; IC50 in µM for titrated hits | 0.3% of 340,000 active | NS1A functional cell-based assay, percent inhibition; higher % means a stronger effect; in the data active = a potency from the dose series; inconclusive = inhibition above about 27% without an active follow-up result; also: strong numbers were not always called active
Salmonella PhoP GFP: Inhibition of PhoP regulon, Salmonella typhi GFP reporter cells, confirmation, 4 h (AID 1850) | 0.33% of 310,000 active | Salmonella Typhi PhoP-promoter GFP reporter, fluorescence, 4 h; higher % means a stronger effect | one-dose inhibition, % at 50 µM; IC50 in µM for titrated hits; in the data active = a potency from the dose series; inconclusive = inhibition mostly from about 25% at the one dose, without a potency; inactive = the rest, 99 in 100 with inhibition below about 19%;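 also: 0% = induced wells with vehicle and 100% = uninduced wells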
VEEV TC-83 Vero: inhibitors of VEEV TC-83 cytopathic effect, confirmation, Vero cells (AID 588727) | Vero cells, VEEV TC-83 cytopathic effect inhibition; higher % means a stronger effect | one-dose inhibition, % at 20 µM; IC50 in µM for titrated hits | 0.13% of 350,000 active; in the data active = a potency from the dose series; inconclusive = inhibition mostly from about 14% at the one dose, without a potency; inactive = the rest, 99 in 100 with inhibition below about 12%; also: strong numbers were not always called active
H37Rv inhibition: M. tuberculosis growth inhibition, HTS (AID 449762) | M. tuberculosis H37Rv growth inhibition, 7H9 media; higher % means a stronger effect | inhibition, % at 25 µM, or IC50 in µM where a hit was titrated | 0.59% of 330,000 active; in the data active = a potency from the dose series; inconclusive = inhibition above about 70% without an active follow-up result;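 also: bacterial growth assessed after seven days of incubation; strong numbers were not always called active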
VEEV TC-83 Vero 10K pilot screen: further read-out of VEEV TC-83 Vero, marked with its call; inhibition, %; measured here: 10K pilot screen inhibition
The depositor's hits bear a star; i = inactive; u = inconclusive; x = no result given; & = joins results of further samples. Compounds were not picked by outcome; overall some 1.5% were active at least once.

SMILES	tuberculosis growth	influenza NS1A	Salmonella PhoP GFP	VEEV TC-83 Vero	H37Rv inhibition	others
CC(C)CC1(C(=O)NCc2ccccn2)C=CCN1C(=O)c1ccccc1 (stereo unspecified)	48%	-1%	7%	i	2%	VEEV TC-83 Vero 10K pilot screen=0.0
CS(=O)(=O)N1CCC(C(=O)NCCN2CCN(Cc3ccccc3)CC2)CC1	x	1%	2%	i	-5%
O=C(CSc1nncs1)NNC(=O)c1ccco1	-12%	-6%	x	0.7%	-10%
Cc1c(NS(=O)(=O)c2ccc(Br)cc2)c(=O)n(-c2ccccc2)n1C	10%	-8%	-6%	0.2%	0%
Cc1cc(C)n(-c2nncn2NC(=O)c2ccc(Cl)cc2O)n1	-7%	-1%	4%	1.2%	-10%
Nc1nonc1C(=O)OCC(=O)N1CCCCC1	-6%	-4%	16%	0.3%	-7%
COc1cccc(C2CC(c3cccs3)=NN2C(=O)CSC2=NN3CCCC(=O)N=C3S2)c1OC (stereo unspecified)	25%	-57%	-8%	8.4%	1%
O=C(Nc1ccc(CN2CCCCC2)cc1)c1cccc(F)c1	-15%	-4%	21%	i	12%
Cc1ccc(NC(=O)COC(=O)CCc2c(C)nc3nc(N)nn3c2C)cc1C	-37%	-6%	x	i	-12%
COC(=O)CN1C(=O)[C@H]2[C@@H](c3ccc(C)o3)N3C(=O)CN(Cc4ccccc4)C(=O)[C@@]3(Cc3ccccc3)[C@H]2C1=O	-10%	-3%	7%	i	-1%
COc1ccc(CC(=O)Nc2ccc3c(c2)CCC3)cc1S(=O)(=O)N1CCOCC1	17%	6%	-3%	i	-6%
Cc1ccc(C)c(C(=O)COC(=O)c2cc([N+](=O)[O-])ccc2N2CCOCC2)c1	-8%	3%	2%	9.0%	1%
COc1ccc(Br)cc1CN(C)C(=O)CNC(=O)c1ccc2ccccc2c1	9%	10%	3%	4.2%	-3%
CC1(C)Cc2c(sc3c2C(=O)N(c2ccccc2)C2=NCCN23)CS1	10%	-4%	-6%	3.1%	-9%
COc1ccc(CNC(=O)/C=C/c2ccco2)cc1OC	8%	-6%	-1%	0.1%	-4%
O=C(/C=C/c1ccccc1)NNc1ccc(Cl)cc1	u	-3%	10%	i	u
O=C(CSc1nnc(-c2ccccc2Cl)o1)N1CCOCC1	u	-12%	-3%	2.0%	-14%
O=C(Nc1ccc(F)cc1)c1ccc(S(=O)(=O)N2CCOCC2)o1	-7%	x	1%	3.3%	-13%
CC(Oc1ccc(-c2ccccc2)cc1)C(=O)N/N=C/c1cccnc1 (stereo unspecified)	51%	4%	10%	3.2%	0%
CCC(CNc1cc(OC)cc2cccnc12)NC1CCCCC1 (stereo unspecified)	35%	-1%	u	i	9%

Overlap with the part before: five entries; new compounds follow.
SMILES	tuberculosis growth	influenza NS1A	Salmonella PhoP GFP	VEEV TC-83 Vero	H37Rv inhibition	others
O=C(/C=C/c1ccccc1)NNc1ccc(Cl)cc1	u	-3%	10%	i	u
O=C(CSc1nnc(-c2ccccc2Cl)o1)N1CCOCC1	u	-12%	-3%	2.0%	-14%
O=C(Nc1ccc(F)cc1)c1ccc(S(=O)(=O)N2CCOCC2)o1	-7%	x	1%	3.3%	-13%
CC(Oc1ccc(-c2ccccc2)cc1)C(=O)N/N=C/c1cccnc1 (stereo unspecified)	51%	4%	10%	3.2%	0%
CCC(CNc1cc(OC)cc2cccnc12)NC1CCCCC1 (stereo unspecified)	35%	-1%	u	i	9%
CC(C)[C@H](NC(=O)OCc1ccccc1)C(=O)OCC(=O)N1C(C)CCCC1C (stereo partly specified)	x	-5%	x	i	x
Clc1ccc(Br)cc1-c1nc(-c2ccncc2)no1	-11%	-5%	3%	3.7%	4%
O=C1c2cccc3cccc(c23)C(=O)N1CCCN1CCN(c2ccc(F)cc2)CC1	u	8%	14%	1.6%	35%
CCC1(C)Cc2ccccc2/C(=C/C(=O)N2CCCCC2)N1 (stereo unspecified)	33%	-4%	2%	2.7%	0%
CCCS(=O)(=O)c1c(S(=O)(=O)CCC)c2c(N)cccn2c1C(=O)c1ccc(OC)cc1	0%	10%	3%	6.8%	6%
Cc1ccc(NC(=O)CN(C)CC(=O)Nc2ccccc2C(=O)Nc2ccccc2)cc1	-11%	-1%	-6%	i	-4%
O=C(C1CCCN(c2ncnc3c2nc2n3CCCCC2)C1)N1CCN(c2ccc(F)cc2)CC1 (stereo unspecified)	39%	1%	3%	9.1%	23%
COc1cccc(C(=O)NC(=S)Nc2ccc(Cl)c(C(=O)O)c2)c1	40%	-1%	0%	0.1%	-3%
Cc1ccc(S(=O)(=O)N2CCCCC2)cc1NC(=O)C1CC(=O)N(c2ccc3c(c2)OCCO3)C1 (stereo unspecified)	4%	-7%	4%	8.3%	-1%
O=C(NNC(=O)c1sc2cccc(Cl)c2c1Cl)Nc1ccccc1	-12%	-5%	10%	2.0%	-4%
Cn1nnc(C(O)CNCc2cccs2)n1 (stereo unspecified)	-9%	18%	-1%	2.2%	-10%
COc1ccc(/C=N/n2cnc3c([nH]c4ccccc43)c2=O)cc1CO	-10%	10%	-8%	2.5%	2%
CCOc1cccc2sc(N(CCN(C)C)C(=O)c3ccc4ccccc4c3)nc12	-4%	0%	1%	i	5%
O=C(c1cc(-c2ccncc2)nc2ccccc12)N1CCN(Cc2ccccc2)CC1	17%	3%	x	u	-9%
COc1ccc(C2CCCCCN2C(=O)C2CCN(S(=O)(=O)c3cccc(C(C)=O)c3)CC2)cc1 (stereo unspecified)	x	1%	x	6.5%	x
COc1cc2nc(C3CCC3)n(NC(=O)C(OC(C)=O)c3ccccc3)c(=O)c2cc1OC (stereo unspecified)	4%	-2%	-3%&3%	1.7%	-11%
COc1ccc(-n2c(=S)[nH]c3sc4c(c3c2=O)CCN(C)C4)cc1	5%	x	-21%	x	3%
CCN(CC)C(=O)COc1ccc(-c2nnc(Nc3ccc(OC)c(C(=O)NC)c3)c3ccccc23)cc1	33%	-1%	-2%	6.0%	5%
Cc1ccc(C(=O)CSc2ccc(-c3ccccc3)nn2)cc1	35%	1%	-7%	0.2%	9%
Oc1ccc(/C=N/N2CCCCC2)cc1O	0%	1%	-1%	1.1%	2%
CCN(CC)CCN(C(=O)c1ccc(S(=O)(=O)N2CCOCC2)cc1)c1nc2cc3c(cc2s1)OCCO3	-10%	-2%	-5%	1.9%	-17%
COc1cc(C(=O)NCc2ccc(S(N)(=O)=O)cc2)ccc1OCC(=O)N1CCOCC1	-15%	-8%	x	0.8%	-7%
C#CCOCCOCCOCCNc1nc(N2CCN(C(=O)CCCCCCCCCCNC(=O)[C@H](CCC(=O)O)n3cc(CCCCCN)nn3)CC2)nc(N2CCN(C(=O)CCCCCCCCCCNC(=O)[C@@H]([C@H](C)O)n3cc(C)nn3)CC2)n1	-3%	7%	-2%	1.0%	0%
COc1cccc(/C=C/C(=O)OCC(=O)NCCCc2ccccc2)c1OC	-7%	-9%	x	1.7%	3%
N#Cc1c(N)n(-c2ccccc2)c(=O)c2cc([N+](=O)[O-])ccc12	-2%	-14%	8%	8.2%	4%
CC(C)=CCOc1c2occc2cc2ccc(=O)oc12	18%	-3%	18%	i	5%
Cc1ccc(Oc2nnc(-c3cccs3)c3ccccc23)cc1C	-12%	-3%	-1%	6.0%	3%
O=C(CS(=O)(=O)c1ccccc1)Nc1nc2ccccc2s1	22%	5%	-3%	1.1%	10%
O=C(Nc1cccc(C(F)(F)F)c1)c1cc(Br)cc2c1OCC2	8%	-17%	6%	0.4%	-3%
CCOc1ccc(N2C(=O)CN=C2Nc2ccccc2F)cc1	0%	11%	-20%	1.8%	-1%
CC(=O)c1ccc(S(=O)(=O)N2CCNCC2)cc1	2%	3%	2%	i	6%
O=C(CCC(=O)OCc1ccc([N+](=O)[O-])cc1Cl)Nc1ccccc1	-5%	-10%	-3%	1.2%	2%
COc1cc(/C=N/NC(=O)c2ccc(CN(C)S(=O)(=O)c3ccc(C)cc3)cc2)ccc1O	35%	-7%	1%	0.9%	10%
c1ccc(-c2cc(CSc3nc4ccccc4[nH]3)on2)cc1	u	-2%	13%	10%	-4%
Cc1ccc(S(=O)(=O)N(CCCO)Cc2cc3c(C)ccc(C)c3[nH]c2=O)cc1	2%	-7%	2%	2.5%	-1%
CCn1cc(C(=O)N2CC=C(c3ccccc3)CC2)c(=O)c2ccc(C)nc21	8%	3%	-14%	1.0%	-5%
COc1ccccc1/C(C)=N/NC(=O)c1nnn(-c2nonc2N)c1C(C)C	11%	-3%	7%	6.1%	-3%
O=[N+]([O-])c1ccccc1CSc1nc2ccccc2o1	32%	0%	10%	0.5%	6%
CN(CC(=O)Nc1ccc(Cl)c(C(F)(F)F)c1)C(=O)c1ccc2c(c1)OCCO2	-12%	-6%	-3%	8.2%	-2%
Cc1ccc(C(=O)N/C(=C\c2ccco2)C(=O)NCCCn2ccnc2)cc1	6%	19%	-4%	0.9%	-12%
CCOC(=O)c1sc(C)c2c(=O)n(CCCN3CCOCC3)cnc12	15%	0%	-4%	1.1%	1%
CCN(CC(=O)NCc1ccc(Cl)cc1)C(=O)CN1C(=O)NC(C)(c2ccccc2)C1=O (stereo unspecified)	12%	-15%	-2%	i	-4%
CCN(CC)S(=O)(=O)c1ccc2c(c1)nc(CCC(=O)O)n2C	5%	4%	5%	2.4%	3%
Cc1cc(NC(=O)COC(=O)c2oc3c(ccc4ccccc43)c2C)no1	8%	-1%	-4%	i	-1%
CCCNC(=O)c1onc(CSc2ccc(Cl)cc2)c1C(=O)NC(C)C	9%	5%	-23%	0.1%	15%
COc1ccc(S(=O)(=O)NCC(c2cccs2)N2CCc3ccccc3C2)cc1 (stereo unspecified)	5%	-14%	7%	5.2%	8%
CCn1c(CSc2nc(C)cc(C)n2)nnc1SCC(=O)N1CCCc2ccccc21	71%	1%	-1%	3.2%	2%
CC(C)(C)c1ccc(-c2noc(CCC(=O)Nc3cccnc3)n2)cc1	50%	-3%	16%	1.6%	30%
Cn1c(=O)c2c(nc(-c3ccccc3)n2C)n(Cc2ccccc2)c1=O	2%	-9%	-1%	i	0%
Cc1nnc(SCC(=O)Nc2cc(C(C)(C)C)nn2-c2ccccc2)s1	-11%	1%	-6%	0.4%	9%
CN/C(=C/[N+](=O)[O-])NCCSCc1ccc(CN(C)C)o1	10%	1%	-7%	0.4%	0%
COCCCN(C(=O)CSCC(=O)Nc1ccc(C)cc1)c1c(N)n(Cc2ccccc2)c(=O)[nH]c1=O	x	-15%	x	7.5%	x
Cc1ccc(N2CC(NC(=O)C(=O)c3c[nH]c4ccccc34)CC2=O)cc1C (stereo unspecified)	-10%	-12%	-10%	2.7%	3%
COc1ccc(N2CCN(C(=O)COC(=O)c3ccccc3OCc3ccc(F)cc3)CC2)cc1	-4%	8%	2%	3.7%	0%
CC(C)(C)NC(=O)CSc1nnc(SCC(=O)NC(C)(C)C)s1	60%	-8%	-3%	0.3%	1%
COc1ccc(CNC(=O)Nc2ccc(C)c(C)c2)cc1	-1%	-5%	-9%	0.1%	-5%
O=C(CCS(=O)(=O)c1ccc(Br)s1)Nc1ccccc1Br	8%	3%	13%	3.0%	5%
COc1ccc(CN(C)CCCn2cnc3c(OCc4ccccc4)ncnc32)cc1	x	-7%	x	i	x
Oc1cccc(Nc2nc(N3CCOCC3)nc(N3CCOCC3)n2)c1	7%	-6%	-2%	7.3%	6%
NC(=O)c1cc(Sc2ccccc2)nc2ccccc12	x	-2%	x	1.9%	x
Nc1nc2n(n1)C(c1cccs1)CC(c1ccc(Br)cc1)N2 (stereo unspecified)	27%	-8%	-2%	0.1%	2%
O=C(CSc1nc2nc(-c3cccs3)cc(C(F)(F)F)c2c(=O)[nH]1)Nc1ccc(F)c(F)c1	41%	1%	-9%	0.8%	7%
CCc1nc(N2CCN(C(=O)c3ccco3)CC2)c(C#N)c2c1COC(C)(C)C2	-1%	3%	-2%	u	6%

Three entries already listed, sorted by heavy-atom count, low to high:
SMILES	tuberculosis growth	influenza NS1A	Salmonella PhoP GFP	VEEV TC-83 Vero	H37Rv inhibition	others
O=C(CSc1nnc(-c2ccccc2Cl)o1)N1CCOCC1	u	-12%	-3%	2.0%	-14%
CCOc1ccc(N2C(=O)CN=C2Nc2ccccc2F)cc1	0%	11%	-20%	1.8%	-1%
C#CCOCCOCCOCCNc1nc(N2CCN(C(=O)CCCCCCCCCCNC(=O)[C@H](CCC(=O)O)n3cc(CCCCCN)nn3)CC2)nc(N2CCN(C(=O)CCCCCCCCCCNC(=O)[C@@H]([C@H](C)O)n3cc(C)nn3)CC2)n1	-3%	7%	-2%	1.0%	0%
